MCL1 BIM primary: inhibitors of human MCL1 binding to BIM-BH3 peptide; Q07820; inhibition, % at 10.9 µM; AID 2057; GST-MCL1 / FITC-Bim-BH3 fluorescence polarization; 320,000 compounds, 0.68% hits;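 active = inhibition above the mean inhibition of all tested compounds plus 3 SD, set per campaign, cut at about 40% in these data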;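 also: 0% = DMSO wells and 100% = unlabeled Bim-BH3 peptide control; higher means more loss of mP so more displacement of Bim peptide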
MEX-5 binding: C. elegans MEX-5 TCR-2 RNA binding activity | 300,000 compounds, 0.38% hits | Q9XUB2 | MEX-5/FITC-TCR2 RNA binding, fluorescence polarization; active compounds read low | activity score (negative = inhibition of binding), % at 10 µM | AID 1832;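 active = inhibition past about -25% in most replicates, and total fluorescence under double the plate's negative control median, limit read from the data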;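 also: 0% = DMSO and -100% = 5 µM competing unlabeled TCR2 RNA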
Fam108B inh: Fam108B inhibition, counter-screen for RBBP9 inhibitors; AID 1947; recombinant Fam108B, FP-Rh probe fluorescence polarization; 300,000 compounds, 0.33% hits; inhibition, % at 9.51 µM;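 active = inhibition above the screen mean inhibition plus 3 SD, computed separately per campaign, cut at about 18% in these data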;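 also: inhibitors lower polarization as less probe binds the enzyme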
Bcl-xL primary: Bcl-xL (human) inhibition | Q07817 | GST-Bcl-xL / FITC-Bim BH3 peptide fluorescence polarization | inhibition, % at 10.9 µM | 320,000 compounds, 0.7% hits | AID 2129;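 active = inhibition above the mean of all tested compounds plus 3 SD, cutoff set per campaign, cut at about 30% in these data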;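 also: 0% = DMSO wells and 100% = unlabeled Bim-BH3 peptide competitor; inhibitors lower millipolarization by displacing the labeled peptide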
Target sequence (Q07817 whole entry, looked up): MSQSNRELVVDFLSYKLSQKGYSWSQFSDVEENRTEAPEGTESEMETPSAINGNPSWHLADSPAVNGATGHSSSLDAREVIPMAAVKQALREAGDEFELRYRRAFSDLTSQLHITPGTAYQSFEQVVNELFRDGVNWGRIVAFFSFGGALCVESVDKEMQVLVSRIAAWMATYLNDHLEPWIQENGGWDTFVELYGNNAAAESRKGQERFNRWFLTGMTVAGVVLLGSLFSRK
PAD4 FP inh: blocks human protein arginine deiminase 4. recombinant PAD4, RCA probe fluorescence polarization. inhibition, % at 6.36 µM. 330,000 compounds, 0.41% hits;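 active = percent inhibition above a cutoff equal to the mean of all tested compounds plus 3 SD, cut at about 15% in these data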;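 also: 0% = PAD4 with RCA probe and DMSO and 100% = probe without PAD4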
Target sequence (Q9UM07 whole entry, looked up): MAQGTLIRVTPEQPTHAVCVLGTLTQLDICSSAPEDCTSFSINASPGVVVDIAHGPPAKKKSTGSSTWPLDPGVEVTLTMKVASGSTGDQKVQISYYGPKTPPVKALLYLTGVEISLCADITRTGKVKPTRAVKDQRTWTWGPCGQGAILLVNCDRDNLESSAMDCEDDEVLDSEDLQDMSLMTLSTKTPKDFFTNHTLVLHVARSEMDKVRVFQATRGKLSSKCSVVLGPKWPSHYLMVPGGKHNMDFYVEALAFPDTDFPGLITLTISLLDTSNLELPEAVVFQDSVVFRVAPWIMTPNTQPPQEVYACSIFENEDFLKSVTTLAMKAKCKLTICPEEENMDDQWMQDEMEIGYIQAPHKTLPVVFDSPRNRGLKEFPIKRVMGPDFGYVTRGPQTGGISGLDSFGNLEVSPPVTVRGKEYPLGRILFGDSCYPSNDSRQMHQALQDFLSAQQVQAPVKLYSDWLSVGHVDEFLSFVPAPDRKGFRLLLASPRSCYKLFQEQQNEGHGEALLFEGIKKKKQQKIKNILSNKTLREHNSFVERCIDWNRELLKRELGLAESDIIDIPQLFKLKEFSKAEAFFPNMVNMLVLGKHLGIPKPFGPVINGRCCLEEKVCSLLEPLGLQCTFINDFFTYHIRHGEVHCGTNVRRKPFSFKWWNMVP
GSTO1 inh: blocks human GSTO1 in RBBP9 counter-screen. P78417. inhibition, % at 5.96 µM. AID 1974. recombinant GSTO1, activity-based probe fluorescence polarization. 300,000 compounds, 1.1% hits;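 active = inhibition above the campaign mean inhibition plus 3 SD, cut at about 35% in these data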;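 also: 0% = GSTO1-1 with DMSO and 100% = wells lacking GSTO1-1 enzyme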
PME-1 inh: blocks human protein phosphatase methylesterase 1; inhibition, % at 5.9 µM; recombinant PME-1, FP-Rh probe fluorescence polarization; 320,000 compounds, 0.53% hits; Q9Y570; AID 2130;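 active = inhibition above the campaign mean of all compounds plus 3 SD, cut at about 26% in these data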;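 also: competitive labeling of PME-1 active site by serine hydrolase directed probe; 0% = PME-1 with DMSO and 100% = wells lacking PME-1 enzyme; inhibitors block probe labeling so polarization falls and inhibition rises; many of its hits are not listed in these tables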
TPT1 inh: inhibitors of Candida albicans tRNA 2'-phosphotransferase TPT1. 300,000 compounds, 0.81% hits. inhibition, % at 5 µM. recombinant caTPT1, FP RNA substrate dephosphorylation;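 active = inhibition above the mean of all tested compounds plus 3 SD, set per screening campaign, cut at about 24% in these data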;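 also: plate controls were DMSO alone for no effect and ferristatin control at 100 nM for full effect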
GLD-1 RNA inh: GLD-1-TGE RNA interaction inhibition (C. elegans); purified GLD-1 + fluorescein TGE RNA, fluorescence polarization; inhibition, % at 5.96 µM; 320,000 compounds, 0.44% hits; AID 2280;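 active = percent inhibition above a per-plate cutoff, the plate mean of test compounds plus 3 SD, cut at about 30% in these data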;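 also: 0% = DMSO wells with GLD-1 and probe and 100% = wells lacking GLD-1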
* marks the source's active call; other numbers are inactive results; · = not tested or not shown. The list is partial (hit frequency here may not be typical).

1: CCOC(=O)[C@@H]1[C@H]2COc3cc(OC)ccc3[C@@H]2N2C(=O)N(c3ccc(Br)cc3)C(=O)[C@@]12C
2: Oc1ccc2ccccc2c1CN1CCN(c2ccccc2)CC1
3: CS(=O)(=O)N1CCN(c2ccccc2NC(=O)c2ccc(Br)o2)CC1
4: CC(=O)n1nc(-c2ccccc2)nc1NCc1ccc(N(C)C)cc1
5: CC(C)(C)C(=O)Nc1ccc2c(c1)-c1cc(NC(=O)C(C)(C)C)ccc1C2
6: COc1ccc(S(=O)(=O)c2c(O)c3ccc(C(=O)Nc4ccccc4)cc3[nH]c2=O)cc1
7: CC(=O)C12CCCCC1CC1C3CC(C)C4(O)CC(=O)CCC4(C)C3CCC12C (stereo not drawn)
8: Cc1cc(Br)ccc1OCC(=O)NC1CCCC1
Assay by compound	1	2	3	4	5	6	7	8
MCL1 BIM primary	0	6	3	8	-5	12	1	3
MEX-5 binding	1.5	-3.8	0.6	-2.6	1.8	-1.8	2.0	0.1
Fam108B inh	-2	-1	-1	8	5	-3	1	1
Bcl-xL primary	-1	0	5	1	-1	17	2	6
PAD4 FP inh	1	-2	-2	3	-1	0	4	-3
GSTO1 inh	1	5	-3	24	-1	-2	1	1
PME-1 inh	-2	-5	16	-4	2	1	-5	-5
TPT1 inh	0	5	0	0	-2	-2	2	1
GLD-1 RNA inh	10	0	-2	14	6	4	3	2

9: COC(=O)CCSCC(=O)N1N=C(c2ccc(Br)cc2)CC1c1cccc(OC)c1OC (stereo not drawn)
10: O=C(CSc1ncccn1)NCc1ccccc1Cl
11: C=CCN(CC=C)C(=O)Cc1ccc(F)cc1
12: COC(=O)C(C)(C)ONC(=O)Nc1ccccc1Cl
13: Cc1onc(-c2c(Cl)cccc2Cl)c1C(=O)N1CCOCC1
14: Cc1nn(-c2ccccc2)c(Cl)c1C(=O)Nc1nnc(C2CCCCC2)s1
15: COc1ccc(C(=O)NC(=S)Nc2ccc([N+](=O)[O-])cc2C)cc1OC
16: O=C(Nc1ccccc1)C1=C[C@H](c2ccc(C(F)(F)F)cc2)C[C@H](OCc2ccc(CO)cc2)O1
Assay by compound	9	10	11	12	13	14	15	16
MCL1 BIM primary	8	5	7	-3	1	12	9	-3
MEX-5 binding	-0.1	0.5	-4.0	3.8	1.7	1.2	0.5	1.5
Fam108B inh	1	4	8	2	-2	-3	-5	-13
Bcl-xL primary	6	-3	3	9	5	7	4	-5
PAD4 FP inh	-1	7	0	5	-3	3	2	-1
GSTO1 inh	-7	-2	-3	0	2	-12	-4	3
PME-1 inh	-3	3	-6	-3	2	0	-8	-3
TPT1 inh	1	1	-4	-3	-2	0	-2	1
GLD-1 RNA inh	-2	-3	0	5	2	-3	-4	6

An excerpt from above, reduced to Fam108B inh:
| No. | SMILES | Fam108B inh |
| --- | --- | --- |
| 15 | COc1ccc(C(=O)NC(=S)Nc2ccc([N+](=O)[O-])cc2C)cc1OC | -5 |
| 16 | O=C(Nc1ccccc1)C1=C[C@H](c2ccc(C(F)(F)F)cc2)C[C@H](OCc2ccc(CO)cc2)O1 | -13 |

Whole records, quoted from the list. Screens in order: MCL1 BIM primary, MEX-5 binding, Fam108B inh, Bcl-xL primary, PAD4 FP inh, GSTO1 inh, PME-1 inh, TPT1 inh, GLD-1 RNA inh
`O=C(Nc1ccccc1)C1=C[C@H](c2ccc(C(F)(F)F)cc2)C[C@H](OCc2ccc(CO)cc2)O1` is entered as -3, 1.5, -13, -5, -1, 3, -3, 1, 6
`Cc1onc(-c2c(Cl)cccc2Cl)c1C(=O)N1CCOCC1` is entered as 1, 1.7, -2, 5, -3, 2, 2, -2, 2
`C=CCN(CC=C)C(=O)Cc1ccc(F)cc1` is entered as 7, -4.0, 8, 3, 0, -3, -6, -4, 0
`COC(=O)C(C)(C)ONC(=O)Nc1ccccc1Cl` is entered as -3, 3.8, 2, 9, 5, 0, -3, -3, 5

Next entries follow:
17: COc1ccc(OC)c(NC(=O)C(=O)NNC(=O)c2cccs2)c1
18: COc1cccc(NC(=O)COC(=O)CCn2c(C)csc2=O)c1
19: COc1cccc(C(=O)OCn2nnc3ccccc3c2=O)c1
20: O=C(CCC(=O)c1ccc(F)cc1)Nc1ccccc1Cl
21: CC(N=C1NS(=O)(=O)c2ccccc21)C(=O)N1CCc2ccccc2C1 (stereo not drawn)
22: CCCNS(=O)(=O)c1ccc(NC(=O)Cc2cccs2)cc1
23: O=C(CSc1nnc(-c2cccc(S(=O)(=O)N3CCCC3)c2)n1-c1ccccc1)Nc1ccc(C(=O)O)cc1
24: CNC(=O)Nc1ccc2nc(C)sc2c1
Assay by compound	17	18	19	20	21	22	23	24
MCL1 BIM primary	-1	7	2	12	6	-17	0	0
MEX-5 binding	1.0	-2.1	0.4	1.7	-0.5	1.6	-0.8	-0.7
Fam108B inh	-5	-1	0	2	3	1	-1	-1
Bcl-xL primary	2	4	-1	4	5	1	-2	-2
PAD4 FP inh	-4	-4	3	1	2	3	-3	3
GSTO1 inh	-4	1	7	5	7	0	10	1
PME-1 inh	-5	-8	-1	0	6	2	3	2
TPT1 inh	1	-1	1	-2	1	2	-2	2
GLD-1 RNA inh	5	9	0	4	-2	6	3	0

25: COc1cc(C)c(C(C)C)cc1S(=O)(=O)N1CCN(C)CC1
26: Sc1nnc(-c2ccc(Cl)cc2)n1Cc1ccccc1
27: S=c1[nH]nc(CN2CCCC2)n1Cc1ccccc1
28: Cc1ccc2c(c1)N(C(=O)CCC(=O)NCc1cccc(Cl)c1)CC(C)O2 (stereo not drawn)
29: COc1ccc(OC)c(C2=NOC(C(=O)Nc3cccc(C(C)=O)c3)C2)c1 (stereo not drawn)
30: O=C(Cc1ccc(S(=O)(=O)N2CCCC2)s1)NC1CCCCCC1
31: O=C1C2CC=CCC2C(=O)N1CC1CCCO1 (stereo not drawn)
32: Cc1ccc(C(=O)OCC(=O)Nc2sc3c(c2C#N)CCC3)cc1
Assay by compound	25	26	27	28	29	30	31	32
MCL1 BIM primary	6	-27	-3	-5	3	8	-3	7
MEX-5 binding	0.0	·	0.1	0.8	-0.5	0.8	0.9	-0.1
Fam108B inh	1	·	0	-2	1	6	3	-4
Bcl-xL primary	3	-12	-4	-1	-4	6	8	4
PAD4 FP inh	0	3	-1	-2	-2	-3	1	-3
GSTO1 inh	-7	·	14	-2	-5	-2	3	5
PME-1 inh	8	0	1	7	3	-2	3	-4
TPT1 inh	-3	·	1	-2	1	0	-4	2
GLD-1 RNA inh	-3	4	2	6	5	0	3	-3

33: O=C(NC1CC1)c1ccc2snnc2c1
34: Cc1nnc(SCC(=O)NC(=O)NC2CCCC2)n1N
35: O=C(NNC(=O)c1cccc(-n2cccc2)c1)c1ccc(F)cc1
36: Cn1c2ccc(F)cc2c2ncn(Cc3ccccn3)c(=O)c21
37: CCN1C(=O)C(O)(CC(=O)c2ccc(-n3cccc3)cc2)c2ccccc21 (stereo not drawn)
38: N#CC(C#N)=Cc1ccc(-c2ccc(S(=O)(=O)N=C(N)N)cc2)o1
39: CC1CCN(C(=S)NC(=O)C2CCCCC2)CC1
40: CC1(c2nnc(-c3ccc(F)cc3)o2)CC(c2ccc(Cl)cc2)=NO1 (stereo not drawn)
Assay by compound	33	34	35	36	37	38	39	40
MCL1 BIM primary	4	7	8	-4	-3	12	11	8
MEX-5 binding	-1.4	·	-0.2	·	0.7	-38*	-0.3	0.8
Fam108B inh	3	4	1	0	-1	-3	-1	-3
Bcl-xL primary	5	5	6	1	-1	5	-3	1
PAD4 FP inh	6	-2	1	-4	-2	-3	-2	-1
GSTO1 inh	4	10	8	8	0	30	-2	8
PME-1 inh	-2	-7	-2	-4	-3	-19	4	-1
TPT1 inh	-3	-3	-1	-1	2	8	3	-2
GLD-1 RNA inh	6	12	5	-5	2	-5	1	1

41: CCC(C)C(=O)OCC1(c2ccc(C)cc2OC(=O)C(C)C)CO1 (stereo not drawn)
42: CCOC(=O)/C(=N/Nc1ccc(Cl)cc1)Sc1nnnn1-c1ccc(C)cc1
43: FC(F)(F)Oc1ccc(Nc2nc3ccccc3o2)cc1
44: COc1ccc(CCNC(=O)C(=O)NCC2OCCN2S(=O)(=O)c2ccccc2)cc1 (stereo not drawn)
45: COC(=O)/C(=C\c1ccc2c(c1)c1ccccc1n2C)NC(=O)c1ccccc1
46: CCOc1cc(NC(=S)NCC2CCCO2)c(OCC)cc1NC(=O)c1ccc(C)cc1 (stereo not drawn)
47: CC1c2nc3ccccc3n2C(CC(=O)NCCCN2CCOCC2)C(=O)N1Cc1ccccc1 (stereo not drawn)
48: Cn1c(CCc2ccccc2)n[nH]c1=S
Assay by compound	41	42	43	44	45	46	47	48
MCL1 BIM primary	3	2	9	2	4	4	8	2
MEX-5 binding	-2.0	0.7	2.3	-2.2	3.6	-1.7	-0.5	-3.6
Fam108B inh	9	3	-1	1	-1	-3	3	-12
Bcl-xL primary	2	11	5	0	4	6	7	-2
PAD4 FP inh	5	-2	2	-5	-2	3	-1	-3
GSTO1 inh	-3	2	-4	-1	3	-6	4	-1
PME-1 inh	6	-3	2	-1	-1	-3	4	-4
TPT1 inh	-6	-1	-1	3	-1	1	-1	-2
GLD-1 RNA inh	1	4	0	-2	-2	0	5	-5

49: COc1cccc(C(=O)NOCc2ccccc2)c1OC
50: COc1ccc2c(c1)CCc1c(C(=O)N3CC4(C)CC3CC(C)(C)C4)noc1-2 (stereo not drawn)
51: C=CCn1c2ccccc2c(=O)c2cc(C#CC[C@@H](C)O)ccc21
52: C/C(=N\NC(=O)c1ccc([N+](=O)[O-])cc1)c1cc2ccccc2oc1=O
53: Cn1c(SCc2ccccc2C#N)nnc1-c1ccncc1
54: CC(=O)N1CCOc2ccc(S(=O)(=O)Nc3ncccc3C)cc21
55: COc1ccc(C(c2nnnn2C2CCCC2)N2CCN(c3ccccc3)CC2)cc1 (stereo not drawn)
56: Cn1c(N)c(C(C[N+](=O)[O-])c2ccccc2Cl)c(=O)n(C)c1=O (stereo not drawn)
Assay by compound	49	50	51	52	53	54	55	56
MCL1 BIM primary	6	4	6	-1	-2	4	4	2
MEX-5 binding	·	4.5	·	-1.6	-0.9	-0.3	1.7	0.4
Fam108B inh	·	1	·	0	2	1	-1	-1
Bcl-xL primary	3	2	7	1	-1	3	2	6
PAD4 FP inh	1	2	-4	-10	-1	0	0	4
GSTO1 inh	·	-5	·	8	1	2	0	4
PME-1 inh	0	-7	1	5	0	0	1	-3
TPT1 inh	·	-2	·	-2	2	-2	-5	-4
GLD-1 RNA inh	3	0	3	3	5	-2	-8	0

57: CCOC(=O)/C(C#N)=C/c1cc(C)n(-c2ccc(C)cc2)c1C
58: O=C(NCCNc1cc(Cl)ccc1[N+](=O)[O-])c1ccco1
59: COC(=O)NNC(=O)c1ccc(C)c(Br)c1
60: COCCN(C(=O)COC(=O)Cc1cccc2ccccc12)c1c(N)n(Cc2ccccc2)c(=O)[nH]c1=O
61: O=C(CCl)Nc1cc(-c2ccccc2)nn1-c1ccccc1
Assay by compound	57	58	59	60	61
MCL1 BIM primary	-4	2	-4	-8	-4
MEX-5 binding	3.7	0.3	-3.1	-0.6	-1.9
Fam108B inh	-1	1	1	1	-2
Bcl-xL primary	0	6	2	1	4
PAD4 FP inh	-1	-5	-2	-7	-5
GSTO1 inh	-13	2	4	1	65*
PME-1 inh	-10	-2	-2	2	-1
TPT1 inh	2	-2	1	2	2
GLD-1 RNA inh	7	2	3	-1	-5

Assay outcomes deposited in PubChem by several laboratories.
